# Bioassay records: PubChem, Sanford-Burnham Center for Chemical Genomics
# tim23-1 inh = inhibits growth of tim23-1 mutant yeast | S. cerevisiae tim23-1 growth, BacTiter-Glo luminescence, 24 h | inhibition, % at 20 µM | 330,000 compounds, 1.3% hits | AID 463212;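 active means growth inhibition of the mutant yeast at or above 50%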;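 further: temperature-sensitive mutant grown at 25 °C; plate controls were DMSO-treated mutant yeast for no effect and medium wells lacking yeast for full effect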
# APJ agonist = APJ receptor agonism; P35414; CHO-K1 APJ PathHunter beta-arrestin, luminescence; 0% DMSO wells, 100% apelin; activation, % at 20 µM; 330,000 compounds, 0.11% hits; AID 2520;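 active means activation more than six SD over the plate average, tested at 20 µM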;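 further: 0% = DMSO alone and 100% = apelin-13 at 10 nM; some results filed as inactive read as strong as hits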
#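 Test system: CHO-K1 APJ beta-arrestin complementation cell line | Compound: Single test compound dose, 20 µM final, 1% DMSO | Incubation: Compound 90 min 25 °C, reagent 1 h | Measured by: beta-gal luminescence | Read-out basis: APJ–arrestin association signal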
# tim10-1 inh = tim10-1 yeast growth inhibition | S. cerevisiae tim10-1 ts strain growth, BacTiter-Glo, 24 h | inhibition, % at 20 µM | 330,000 compounds, 2.2% hits;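 active means inhibition of at least 40%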;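 further: mutant grown at 25 °C; 0% = DMSO wells with yeast and 100% = wells holding no yeast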
# UPR XBP1 act = activators of adaptive arm of unfolded protein response (XBP1); 330,000 compounds, 0.33% hits; CHO-XBP1 luciferase reporter, IRE1-XBP1 UPR activation, luminescence; percent of tunicamycin response, DMSO as zero; AID 463104; activation, % at 20 µM;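 active means versus positive control, 20 µM dose yields 30% or more activation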;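 further: 100% = tunicamycin at 10 µg/mL and 0% = DMSO only wells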
#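 Material: IRE1-XBP1 luciferase reporter CHO line / Quantity: one thousand reporter cells per well / Buffer or medium: F12 with 10% serum / Compound: 20 µM single concentration, DMSO 1% / Times: 6 h treatment, 37 °C / Detection: Steady-Glo luciferase glow luminescence, 10 min after reagent addition / Benchmarks: tunicamycin high, DMSO low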
# Mdm2 MdmX PPI = disrupts the human Mdm2-MdmX interaction. O15151+Q00987. SaOS-2 split-luciferase Mdm2/MdmX complementation, luminescence. inhibition, % at 8 µM. 330,000 compounds, 3% hits;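 active means inhibition of at least 50% at 8 µM in the primary screen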
# Target sequence (O15151 whole entry, looked up): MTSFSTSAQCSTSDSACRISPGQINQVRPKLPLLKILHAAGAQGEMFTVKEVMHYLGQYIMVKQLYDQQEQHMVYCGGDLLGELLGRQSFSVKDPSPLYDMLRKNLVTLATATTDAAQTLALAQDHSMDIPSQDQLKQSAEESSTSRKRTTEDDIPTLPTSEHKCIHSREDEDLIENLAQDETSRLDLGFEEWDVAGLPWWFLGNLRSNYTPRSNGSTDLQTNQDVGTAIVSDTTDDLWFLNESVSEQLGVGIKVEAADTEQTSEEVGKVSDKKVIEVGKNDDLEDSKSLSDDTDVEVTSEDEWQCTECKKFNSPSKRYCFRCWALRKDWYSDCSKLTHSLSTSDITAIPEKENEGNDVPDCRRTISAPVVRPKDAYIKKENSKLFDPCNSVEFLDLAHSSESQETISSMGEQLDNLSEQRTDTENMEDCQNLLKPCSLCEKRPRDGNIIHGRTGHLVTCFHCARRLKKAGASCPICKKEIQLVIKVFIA
# Target sequence (Q00987 whole entry, looked up): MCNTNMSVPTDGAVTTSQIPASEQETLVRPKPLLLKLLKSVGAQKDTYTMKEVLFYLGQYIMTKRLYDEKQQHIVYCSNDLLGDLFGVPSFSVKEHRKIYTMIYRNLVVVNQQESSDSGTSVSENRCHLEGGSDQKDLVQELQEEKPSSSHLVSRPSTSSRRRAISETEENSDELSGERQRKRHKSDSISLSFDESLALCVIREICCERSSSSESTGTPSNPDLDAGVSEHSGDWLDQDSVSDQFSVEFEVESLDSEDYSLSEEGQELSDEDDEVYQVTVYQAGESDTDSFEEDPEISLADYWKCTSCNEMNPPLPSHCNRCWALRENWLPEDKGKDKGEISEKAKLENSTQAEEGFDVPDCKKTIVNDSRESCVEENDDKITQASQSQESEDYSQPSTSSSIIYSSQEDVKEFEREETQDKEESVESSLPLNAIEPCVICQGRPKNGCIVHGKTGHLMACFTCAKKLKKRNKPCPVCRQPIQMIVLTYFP
# UPR CHOP act = activators of apoptotic arm of unfolded protein response (CHOP); CHO-CHOP luciferase reporter, UPR activation, luminescence; percent of tunicamycin response over DMSO baseline; activation, % at 10 µM; 330,000 compounds, 0.34% hits; AID 449763;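 active means at 10 µM dose, activation of 40% or more, normalized to positive control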;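 further: 100% = tunicamycin at 10 µg/mL and 0% = DMSO alone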
#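 System: CHO-CHOP luciferase reporter cell line | Buffer or medium: F12 medium containing 10% fetal bovine serum | Doses: One dose, 10 µM in 0.5% DMSO | Times: 6 h compound exposure at 37 °C after overnight seeding | Signal: Luciferase luminescence | Read-out: % activation vs tunicamycin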
# TIM10 inh = TIM10 yeast growth inhibition | S. cerevisiae TIM10 strain growth, BacTiter-Glo luminescence, 24 h | inhibition, % at 10 µM | 330,000 compounds, 1.4% hits | AID 463195;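 active means inhibition of 40% or more at the single tested concentration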;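 further: wild-type TIM10 isogenic control strain grown at permissive 25 °C; 0% = DMSO yeast wells and 100% = minimal medium wells without yeast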
# GRIN3A LBD mod = NR3A (human) ligand-binding domain modulation; Tm shift relative to glycine control, % at 25 µM; 340,000 compounds, 2.5% hits; NR3A LBD differential scanning fluorimetry, Tm shift; 0% = protein alone, 100% = glycine-bound protein;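 active means melting temperature shift of at least 10% of the positive control shift, at one fixed dose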
# NLRP3 yeast inh = inhibitors of NALP3 inflammasome in yeast; AID 2825; Yeast reconstituted NLRP3/ASC/caspase-1, beta-gal luminescence, 24 h; inhibition, % at 10 µM; 330,000 compounds, 0.39% hits;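 active means inhibition of 50% or more; inactive means inhibition below 50%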;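 further: plate controls were induced DMSO wells for no effect and uninduced yeast grown without galactose for full effect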
# Numbers without * were called inactive.
SMILES,tim23-1 inh,APJ agonist,tim10-1 inh,UPR XBP1 act,Mdm2 MdmX PPI,UPR CHOP act,TIM10 inh,GRIN3A LBD mod,NLRP3 yeast inh
N#CCc1ccc(NC(=O)CSc2nnc(C3CC3)n2C2CC2)cc1,12,-5,-7,2,-11,2.3,7,-1,19
COc1ccccc1NC(=O)/C=C/c1cc([N+](=O)[O-])ccc1OC(F)F,-7,6,-3,1,34,-0.7,-6,0,1
Nc1c(-c2ccc(Cl)cc2)cnn1-c1ccccc1,16,1,5,3,-98,4.0,4,-2,37
CCOC(=O)C1=C(CN2CCOCC2)NC(=O)NC1c1cc(C)ccc1C (stereo not drawn),19,3,17,-4,-11,-1.6,3,-1,16
O=C(N/N=C/c1ccccc1)c1ccc(-c2ccccc2)cc1,3,-1,-34,1,15,4.3,-14,-6,14
Cc1cccc(NC(=O)CSc2nnc(NC(=O)C3CCC3)s2)c1,-3,1,-9,2,20,-0.8,-29,18*,-4
COc1ccc(/C=C/c2nc3sc4c(c3c(=O)o2)CCC4)cc1,2,-1,7,-4,0,3.5,13,-1,6
Cc1ncc([N+](=O)[O-])n1Cc1ccc(Cl)cc1,-11,0,-4,0,12,1.1,-15,0,9
CCCCOC(=O)c1ccc(NC(=O)COC(=O)CN2C(=O)NC3(CCCC3)C2=O)cc1,15,-5,8,-1,27,0.5,-1,0,12
COc1cccc(CN(C)C(=O)c2ccc(OCC(=O)Nc3cccc(C(F)(F)F)c3)c(OC)c2)c1,19,14,17,-2,35,8.0,14,-6,21
CCCCN(C)CCNC(=O)c1cc2cc3ccc(OC)cc3nc2o1,38,0,49*,4,2,0.8,57*,0,21
CCOc1ccc(NC(=O)Cn2cc(C(=O)C3CC3)c3ccccc32)cc1,-6,0,-4,9,22,0.3,-3,-13,11
CCCCOc1ccc(C2(C(=O)O)CCCC2)cc1,15,-1,1,0,-3,-1.2,4,-4,11
CCCN1CCc2c(sc(NC(=O)CCS(=O)(=O)c3ccccc3)c2C(N)=O)C1,13,5,5,-3,40,0.3,4,2,-10
CCCOc1ccc(Cn2c(C)nc([N+](=O)[O-])c2SCC(O)COC)cc1[N+](=O)[O-] (stereo not drawn),6,4,14,0,22,0.4,3,3,9
COc1ccc2c(c1)c(C(=O)CN1CCN(Cc3ccccc3)CC1)c(C)n2C,-14,0,1,-3,29,0.7,-10,1,10
CCOc1ccc(/C=C/C(=O)NCCc2ccc(OC)c(OC)c2)cc1,2,-2,-3,-2,-20,-1.3,-4,-24,11
CC(C)OC(=O)NCCOC(=O)Nc1ccccc1Cl,0,-3,-4,0,1,3.4,-2,0,25
O=C(Nc1ccc(C(=O)N2CCCCC2)cc1)c1cccc([N+](=O)[O-])c1,22,5,-5,1,28,-0.2,11,-3,2
CCC(=O)Nc1ccc(NC(=S)NC(=O)/C=C/c2ccccc2)cc1,9,1,12,-3,34,1.2,14,15*,14
O=C1C2C(c3ccccc3)C=CC(c3ccccc3)C2C(=O)N1CCCO (stereo not drawn),9,-4,14,-1,11,-3.2,-14,-4,14
C=CCn1c(CCNC(=O)c2cccs2)nnc1SCC(=O)c1ccc(Br)cc1,16,2,26,0,15,-0.3,-31,-1,20
COc1ccccc1C(=O)Nc1nnc(C)s1,8,0,8,0,-28,4.6,0,-1,15
Cc1nc(=O)c(-c2ccccc2)c(C)n1CCO,7,-1,9,3,-15,1.7,-23,1,9
O=C(c1ccco1)N1CCN(C(=O)c2ccc(-c3ccc(Cl)cc3)o2)CC1,51*,-2,2,2,-4,-0.8,18,0,8
CC(C1CC1)N(Cc1ccccc1)C(=S)Nc1ccccc1Cl (stereo not drawn),43,-3,33,-5,20,-1.2,33,-5,19
CCC1(c2ccc(F)cc2)NC(=O)N(CC(=O)c2ccc[nH]2)C1=O (stereo not drawn),7,0,25,-2,2,-2.0,1,1,9
Cc1ccc(C(=O)Nc2ccc(S(=O)(=O)N3CCc4ccccc43)cc2)o1,47,-1,49*,-3,7,0.0,52*,-17,-1
COC(=O)[C@]1(C)N[C@H](CN(C)C(=O)Nc2ccccc2)[C@@H]2C(=O)N(C)C(=O)[C@@H]21,3,-3,-4,-3,-17,0.7,5,13*,5
CC1CCCC(C)N1CCNC(=O)CCn1nc(-c2ccccc2)ccc1=O (stereo not drawn),0,-3,-2,-1,-1,-0.5,4,0,2
COc1ccc(NC2c3ccccc3C(=O)N2c2ccccn2)cc1Cl (stereo not drawn),34,-6,16,0,14,-2.2,4,0,15
COC(=O)c1ccc(COc2ccc(C(C)(C)C)cc2)o1,12,-3,21,2,-92,3.5,-12,3,18
C=CCC[C@H](Cc1ccc(F)cc1)C(=O)OC[C@@H](C)NC(=O)[C@@H](CC=C)CC(=O)N[C@H](CO)Cc1ccccc1,18,-3,20,2,8,-0.2,13,-8,-4
COc1ccc(/C=C/C2=NN(C)C(=O)CC2)cc1,8,-4,14,-1,-84,1.7,5,1,17
COC(=O)C1C2C=CC3(CN(Cc4ccco4)C(=O)C13)O2 (stereo not drawn),-3,1,-20,-1,16,-1.3,7,5,-5
CCOC(=O)Cc1nn(CCc2ccccn2)c(=O)c2ccccc12,1,-1,0,-1,-2,-1.5,0,-3,19
CCN1CCN(Cc2ccc(NC(=O)Nc3ccccc3Cl)cc2)CC1,16,-4,-23,0,-30,1.0,0,-2,1
CC1CC(NC(=O)/C(C#N)=C/c2ccc[nH]2)CC(C)(C)C1 (stereo not drawn),9,4,9,-2,13,2.2,19,0,-16
Cc1[nH][nH]c(=O)c1C(c1ccc(-c2cccc(Cl)c2)o1)c1c(C)[nH][nH]c1=O,78*,-8,3,1,25,0.8,-19,0,15
COC(=O)c1cc(OC)c(OC)cc1NCC(=O)Nc1ccc(C)cc1,1,0,-14,-1,10,1.5,2,-8,22

# Compounds shown so far containing an NH in an aromatic ring:
SMILES,tim23-1 inh,APJ agonist,tim10-1 inh,UPR XBP1 act,Mdm2 MdmX PPI,UPR CHOP act,TIM10 inh,GRIN3A LBD mod,NLRP3 yeast inh
CCC1(c2ccc(F)cc2)NC(=O)N(CC(=O)c2ccc[nH]2)C1=O (stereo not drawn),7,0,25,-2,2,-2.0,1,1,9
CC1CC(NC(=O)/C(C#N)=C/c2ccc[nH]2)CC(C)(C)C1 (stereo not drawn),9,4,9,-2,13,2.2,19,0,-16
Cc1[nH][nH]c(=O)c1C(c1ccc(-c2cccc(Cl)c2)o1)c1c(C)[nH][nH]c1=O,78*,-8,3,1,25,0.8,-19,0,15

# Carrying on:
SMILES,tim23-1 inh,APJ agonist,tim10-1 inh,UPR XBP1 act,Mdm2 MdmX PPI,UPR CHOP act,TIM10 inh,GRIN3A LBD mod,NLRP3 yeast inh
CCN(CC(=O)NC1CCS(=O)(=O)C1)S(=O)(=O)c1ccccc1Cl (stereo not drawn),-10,-2,-26,-4,13,-1.0,2,2,21
O=C(Nc1cccc2ccccc12)c1cccc(F)c1,28,-3,26,-2,4,1.6,-6,1,34
COc1ccc(-n2c(C)n[nH]c2=O)cc1,0,4,8,4,-1,-0.6,4,-1,8
COCCNC(=O)c1ccc2c(c1)C(=O)c1ccccc1-2,-5,-2,10,2,4,2.0,12,-2,12
NS(=O)(=O)c1ccc(CNC(=O)c2ccccc2SCC(=O)N2CCCC2)cc1,3,-2,-3,3,7,-1.7,-1,2,10
COC(C[C@@H]1O[C@H]1C(=O)[C@@H](C)OCc1ccccc1)OC,9,-4,7,-2,-2,1.9,6,-3,13
Cc1ccc(-c2[nH]c3ccccc3c2C(C[N+](=O)[O-])c2ccco2)cc1 (stereo not drawn),19,-3,22,-1,63*,-5.2,26,1,36
O=C(NC(=S)Nc1ccc(Oc2ccc(Cl)cc2)cc1)c1ccccc1,0,-1,33,-5,16,0.2,5,-5,-13
CCN(CC)C(=O)Cn1cc(C(=O)C(=O)N(CC)C2CCCCC2)c2ccccc21,17,-2,10,0,9,0.6,14,0,-4
COc1ccc(C(=O)N=c2nc3ccccn3s2)cc1,33,0,28,-5,30,-8.7,25,3,37
Cc1ccc2nc(SCC(=O)N3CCC(C)CC3)nc(=O)n2c1,16,12,28,-1,2,-0.4,4,-1,17
O=C(OCC(=O)N1CCN(C(=O)c2ccco2)CC1)c1ccccc1Cc1ccccc1,15,-8,11,1,14,1.5,4,3,0
Cn1c(=O)cc(SCC(=O)NCc2ccco2)c2ccccc21,-5,-3,8,1,-16,-1.4,-8,-1,-1
Cc1ccc(C)c(NC(=S)NCCc2c[nH]c3ccccc23)c1,-21,0,21,-4,4,-0.8,-49,3,23
Cn1nc(CC(=O)NCc2ccc(C(F)(F)F)cc2)c2ccccc2c1=O,7,5,8,4,34,1.8,-5,-4,-2
Cc1ccc(C(=O)NCCC(=O)N2CCOCC2)cc1,3,-6,-8,-2,-24,1.1,-2,0,1
NC(=O)c1c(NC(=O)C(=O)N2CCOCC2)sc2c1CCCC2,-8,-2,-1,-3,24,-0.2,0,-2,7
CCCCc1cc(=O)oc2c3c(cc(OCC(=O)N4CCC[C@H]4C(=O)O)c12)OC(C)(C)CC3,-3,-2,-11,1,8,0.8,3,-2,-6
CC(NC(=O)C1CCC1)c1ccc2c(c1)OCO2 (stereo not drawn),10,-2,-1,3,-17,-0.5,0,-1,1
Cc1nc2cc(NC(=O)N3CCN(c4ccccn4)CC3)ccc2o1,-3,1,3,-3,17,3.1,0,0,-3
COc1ccccc1N1CCN(C(=O)CN(C)S(=O)(=O)c2cc(C)ccc2OC)CC1,8,-1,8,-3,-19,1.1,15,-1,17
Cc1cccc(N(C(=O)c2snc(C(N)=O)c2N)C(C)C(=O)NCC2CCCO2)c1 (stereo not drawn),7,-4,20,-2,-21,-2.0,-2,-2,8
O=C(CN1CCN(Cc2ccccc2)CC1)N/N=C/c1cccs1,7,-4,-11,-3,-6,0.0,-6,0,7
CCOc1ccc(-n2ccnc(SCC(=O)NCc3cccc(OC)c3)c2=O)cc1,20,-3,43*,-2,-16,-2.1,10,2,4
COc1cc(-c2nnc(Cn3cc(C(F)(F)F)ccc3=O)o2)cc(OC)c1OC,14,2,14,0,9,0.2,6,-1,0
CC(=O)c1c(C)[nH]c(C(=O)OCc2ccc(F)cc2Cl)c1C,-1,-1,14,0,21,0.0,19,0,-4
O=C(CSCc1nc2ccccc2[nH]1)Nc1ccc2ccccc2c1,-8,-4,11,3,1,0.2,-12,-1,11

# Look-ups from above.
# Result of COc1cc(-c2nnc(Cn3cc(C(F)(F)F)ccc3=O)o2)cc(OC)c1OC under UPR CHOP act: 0.2
# Result of Cc1cccc(N(C(=O)c2snc(C(N)=O)c2N)C(C)C(=O)NCC2CCCO2)c1 (stereo not drawn) under Mdm2 MdmX PPI: -21
# Result of COc1ccccc1N1CCN(C(=O)CN(C)S(=O)(=O)c2cc(C)ccc2OC)CC1 under NLRP3 yeast inh: 17
# Result of CC(=O)c1c(C)[nH]c(C(=O)OCc2ccc(F)cc2Cl)c1C under UPR XBP1 act: 0
# Result of O=C(CSCc1nc2ccccc2[nH]1)Nc1ccc2ccccc2c1 under tim23-1 inh: -8
# Result of CCOc1ccc(-n2ccnc(SCC(=O)NCc3cccc(OC)c3)c2=O)cc1 under TIM10 inh: 10
